PKM2 act: PKM2 (human) enzyme activation; purified PKM2, Kinase-Glo ATP luminescence, activation; response scale: 0% is enzyme alone, no compound; Potency, µM (highest dose often 57.5 µM), for inactives: at the highest dose activation, hits mostly activators; 260,000 tested, 0.34% active; AID 1631; further: potency means the concentration at half of the fitted maximal effect; on the % scale 0 is the no-effect control and ±100 the full control effect; nearly all actives have a fitted effect of over 55% in size
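Purified hPK-M2 (>95%) run at intermediate activity with 0.1 mM ADP and 0.5 mM PEP in 50 mM imidazole pH 7.2, KCl, MgCl2; 1 h room temperature. ATP formed read by Kinase-Glo luminescence; normalized to uninhibited and no-enzyme controls.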
Coupling enz: coupling enzyme interference in Giardia aldolase counter-screen; coupling enzyme system counterscreen, AmpLite Red fluorescence; activity change, negative = inhibition, % at 58.2 µM, hits read low; 290,000 tested, 0.67% active; in the data active means activity change below about -30%; further: on the % scale 0 is the no-effect control and ±100 the full control effect
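Coupling enzymes only (glyceraldehyde-3-phosphate) + compound, at 57.5 uM final, 10 min RT; add substrate/coupling/AmpLite Red mix, 20 min RT; fluorescence ex 525/em 598 nm. Actives flag coupling-system interference.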
BCR signal inh: inhibitors of chronic active B-cell receptor signaling; ABC-DLBCL IkBa-CBG/CBR reporter, luminescence ratio, 4 h; Potency, µM (series often up to 46.1 µM), inactives show at the highest dose ratio change, negative = lower green/red ratio, most hits filed as inhibitors; 340,000 tested, 0.05% active; active means well fitted inhibition curve with a large enough effect in the signal ratio, with a control signal flat, not every such curve was filed as active; inconclusive means small, poorly fitted or top-dose-only effect, or effect the other way, or a change in a side signal; the % refers to the signal ratio;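 further: potency means the concentration at half of the fitted maximal effect; plate controls were basal doxycycline-induced cells for no effect and cells given 10 µM MG132 for full effect; MG132 reads +100%, hits lower the ratio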
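Cell line TMD8 (human ABC DLBCL), stably expressing tet-inducible CBG68-IkBa fusion and CBR; IMDM/0.5% FBS; cpd up to 46 uM; dox induction, 4 h, 37C/5% CO2; dual luminescence; green/red ratio; MG132 control.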
Giardia kill: Giardia lamblia killing; Giardia lamblia trophozoite viability; activity change, % at 7.66 µM, hits read low; 340,000 tested, 0.15% active; in the data active means activity change below about -80%; inconclusive means between about -30% and that limit;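 further: parasites exposed to compound for two days anaerobically before the ATP read; on the % scale 0 is the no-effect control and ±100 the full control effect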
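Luminescence from cellular ATP indicates surviving trophozoites (100 cells/well) following 48 hrs anaerobic compound treatment at 37 deg C; signal develops 15-30 min at room temperature.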
S-ASM inh: blocks human secretory acid sphingomyelinase | placental ASM, HMU-PC fluorogenic substrate, 60 min | Potency, µM (doses to about 57.5 µM), inactives show top-dose activity change, negative = inhibition, usual class: inhibitors | 340,000 tested, 0.006% active | AID 504937; further: potency means the concentration at half of the fitted maximal effect
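HMU-PC0 cleavage (9 uM final) by human placental ASM, 60 min at 37 °C following 10 min compound exposure at RT; stopped at pH 10, fluorescence Ex 386/Em 447 nm.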
Menin-MLL TR inh: displaces Texas Red mutant MLL peptide from human menin; 270,000 tested, 0.23% active; Menin + Texas Red MLL mutant peptide, fluorescence polarization; Potency, µM (highest dose often 61.6 µM), without a hit: top-dose FP activity change, negative = inhibition, hits mostly inhibitors; active means well fitted inhibition curve with a large enough effect in the polarisation, with a control signal flat, not every such curve was filed as active; inconclusive means small, poorly fitted or top-dose-only effect, or effect the other way, or a change in a side signal; inactive means no such curve, though single readings can be large or run the other way; the % refers to the polarisation; further: potency means the concentration at half of the fitted maximal effect; % of control where 0% means no effect; many of its hits are not listed in these tables
TSG101-PTAP inh: blocks PTAP/TSG101 interaction to inhibit HIV-1 budding; Fluorescence polarization, FITC-PTAP peptide / Tsg101 binding; Potency, µM (doses to about 115 µM), for inactives: top-dose activity change, negative = inhibition, hits mostly inhibitors; 340,000 tested, under 10 active; AID 493005; active means well fitted inhibition curve with a large enough effect in the main read-out, with a control signal flat, not every such curve was filed as active; inconclusive means small, poorly fitted or top-dose-only effect, or effect the other way, or a change in a side signal; inactive means no such curve, though single readings can be large or run the other way; further: potency means the concentration at half of the fitted maximal effect; % of control where 0% means no effect
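Fluorescence polarization binding of Tsg101 binding domain (10 uM final) to FITC-labeled PTAP peptide (50 nM final) in HEPES pH 7.5 buffer with NaCl, Tween 20, EDTA, TCEP. Compounds added before peptide; binding 20 min at RT.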
GALK inhibitor: blocks human galactokinase activity; Purified GALK, Kinase-Glo residual ATP luminescence; 270,000 tested, 0.007% active; P51570; Potency, µM (top dose mostly 57.5 µM), for inactives: at the highest dose activity change, negative = inhibition, most hits filed as inhibitors; further: potency means the concentration at half of the fitted maximal effect; on the % scale 0 is the no-effect control and ±100 the full control effect
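5 nM enzyme, 35 uM ATP, 100 uM galactose, 20 mM HEPES pH8.0, 5 mM MgCl2; 1 h RT; residual ATP by Kinase-Glo Plus luminescence, qHTS format.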
B2AR arrestin: recruits beta-arrestin to the human beta2-adrenergic receptor. AID 492947. 330,000 tested, 0.02% active. Potency, µM (highest dose often 46.1 µM), without a hit: at the top dose activation, hits mostly activators. beta-arrestin recruitment to beta2AR, cell-based reporter;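 further: potency means the concentration at half of the fitted maximal effect; 0% = DMSO controls and full agonism = EC100 isoproterenol or metaproterenol; nearly all actives have a fitted effect of over 65% in size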
Target sequence (P07550 whole entry, looked up): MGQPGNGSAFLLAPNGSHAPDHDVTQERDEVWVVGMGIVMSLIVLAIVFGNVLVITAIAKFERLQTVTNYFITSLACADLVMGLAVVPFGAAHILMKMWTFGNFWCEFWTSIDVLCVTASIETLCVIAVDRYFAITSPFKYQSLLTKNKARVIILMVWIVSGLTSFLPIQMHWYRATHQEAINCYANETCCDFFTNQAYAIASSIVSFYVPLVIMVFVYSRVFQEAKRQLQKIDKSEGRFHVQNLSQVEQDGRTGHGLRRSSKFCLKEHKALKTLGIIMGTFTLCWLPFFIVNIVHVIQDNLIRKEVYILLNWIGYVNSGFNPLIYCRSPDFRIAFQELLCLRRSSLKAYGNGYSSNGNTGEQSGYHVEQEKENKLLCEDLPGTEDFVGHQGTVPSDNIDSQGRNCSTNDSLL
Tb PFK inh: inhibitors of T. brucei phosphofructokinase | Potency, µM (series often up to 57.5 µM), without a hit: at the top dose activity, negative = inhibition, usual class: inhibitors | 330,000 tested, 0.17% active | T. brucei PFK, ADP-Glo luminescence | AID 485367;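 further: potency means the concentration at half of the fitted maximal effect; 0% = uninhibited 1x PFK enzyme wells and -100% = no-enzyme wells; nearly all actives have a fitted effect of over 60% in size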
Target sequence (O15648 whole entry, looked up): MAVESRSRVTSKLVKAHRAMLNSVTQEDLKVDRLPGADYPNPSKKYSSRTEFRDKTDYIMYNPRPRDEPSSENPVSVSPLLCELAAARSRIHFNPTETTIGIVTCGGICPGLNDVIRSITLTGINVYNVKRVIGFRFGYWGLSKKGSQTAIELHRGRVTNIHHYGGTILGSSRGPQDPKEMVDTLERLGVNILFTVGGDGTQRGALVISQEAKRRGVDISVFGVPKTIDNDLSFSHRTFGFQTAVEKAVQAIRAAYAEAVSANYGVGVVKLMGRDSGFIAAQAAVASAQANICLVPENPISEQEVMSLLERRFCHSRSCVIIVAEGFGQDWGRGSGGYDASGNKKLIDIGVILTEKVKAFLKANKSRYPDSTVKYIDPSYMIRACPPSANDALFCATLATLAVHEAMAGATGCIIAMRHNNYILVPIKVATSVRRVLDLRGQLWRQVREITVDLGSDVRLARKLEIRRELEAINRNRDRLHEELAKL
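Activity is normalized to no-enzyme wells (full inhibition) and 1.25 nM enzyme wells (no inhibition). Reaction: 0.5 mM F6P, 0.1 mM ATP, 45 min RT, ADP-Glo luminescence; concentration-response curves fitted and classed by quality.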
Integrin act MD: activates integrin-mediated alleviation for muscular dystrophy. 350,000 tested, 0.064% active. alpha7betagal myoblasts, beta-gal FDG fluorescence, 48 h. Potency, µM (highest dose often 38.3 µM), inactives show top-dose activation, most hits filed as activators. AID 624291;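 further: potency means the concentration at half of the fitted maximal effect; 100% = response of the positive control SU9516; nearly all actives have a fitted effect of over 60% in size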
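alpha7betagal+/- myoblasts (passage 13, 250/well) treated 48 h at 37C with compounds at 1:260 dilution of DMSO stock. Lysed, then beta-galactosidase activity read as FDG fluorescence (ex 480/em 540) after 30 min, with pre-read for autofluorescence.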
An asterisk follows results filed as active; u = inconclusive; x = no result given; [ ] = another dose, or the depositor's remark. Unless noted, the call rests on the fitted dose curve; in most records, active means well fitted curve in the direction sought with a large enough effect; inconclusive means small, poorly fitted or top-dose-only effect, or another doubt; inactive means no such curve, though single readings can be large; an effect the other way counts as inactive or inconclusive. Not all compounds are listed; rates above refer to the full screens.

SMILES	PKM2 act	Coupling enz	BCR signal inh	Giardia kill	S-ASM inh	Menin-MLL TR inh	TSG101-PTAP inh	GALK inhibitor	B2AR arrestin	Tb PFK inh	Integrin act MD
COC(=O)c1ccc(NN=Nc2ccc(C)cc2)cc1	2%	-8	0%	2	-2%	13%	2%	1%	0.3%	-1%	-18%
CC(C)(C)C1CCC(C(=O)OCC(=O)N2CCOCC2)CC1 (centres undefined)	-5%	0	0%	-11	-8%	8%	-2%	-1%	-0.9%	-2%	1%
Cc1ccc(OCC(=O)NC(C)c2ccccc2)c([N+](=O)[O-])n1 (centres undefined)	-7%	0	-13%	u	9%	-1%	-1%	10%	0.1%	1%	-44%
CC(=O)Nc1ccc(NC(=O)c2ccccc2C)cc1	1%	-1	u	-11	-4%	x	-3%	-2%	-0.3%	1%	-2%
COc1ccc(OC)c(CCNC(=O)CS(=O)(=O)Cc2nc(-c3ccccc3Cl)oc2C)c1	0%	-1	-17%	10	-3%	2%	-2%	6%	-1.4%	-1%	-2%
CCN1CCN(CCC(=O)Nc2ccccc2C)CC1	-3%	1	2%	9	1%	-7%	0%	x	0.0%	1%	23%
O=S(=O)(Nc1ccc2c(c1)OCO2)c1ccc(F)c(F)c1	x	x	3%	9	5%	x	-5%	x	-0.2%	-3%	1%
Cn1c(=O)n(C)c2cc(N3CCOCC3)c(NC(=O)c3cccc(Cl)c3)cc21	x	-2	u	-23	7%	14%	-3%	9%	0.1%	-2%	-27%
CC1=C/C(=N\NC(=O)c2cccs2)CC(C)(C)C1	-7%	1	5%	-23	1%	-3%	-2%	-1%	0.0%	-6%	0%
CCn1c2ccccc2c2nnc(SCC(=O)NCc3cccs3)nc21	0%	2	u	2	-1%	-3%	-3%	6%	-0.3%	-4%	4%
Cc1nonc1NC(=O)CSc1cn[nH]n1	-7%	1	-6%	-4	10%	4%	-1%	0%	-1.1%	11%	-14%
Cc1nc2c(-c3ccccc3)c(C)nn2c(C)c1CCC(=O)NCc1ccco1	1%	2	-1%	-14	3%	2%	0%	1%	0.3%	-2%	11%
CCn1c(CNC(=O)c2ccc(OC)cc2)nnc1SCC(=O)c1ccccc1	-20%	-1	u	-24	-1%	3%	-4%	0%	-0.1%	0%	-20%
CCOC(=O)c1cc2sccc2n1CC(=O)N1CCCc2ccccc21	1%	-1	3%	2	-7%	-2%	-2%	2%	-1.0%	2%	44%
COc1ccc(C(CC(=O)O)N2Cc3ccccc3C2=O)cc1 (centres undefined)	x	5	3%	6	-2%	24%	-12%	x	4.5%	4%	36%
Cc1nn(CC2CC2)c(=O)n1-c1ccc(Oc2ccccc2)cc1	-3%	5	-12%	-4	2%	u	-4%	1%	-0.6%	0%	6%
CC1(C(=O)O)CCC(C(=O)NCCc2ccccc2)C1(C)C (centres undefined)	-9%	5	-1%	13	4%	8%	0%	2%	-0.1%	-1%	2%
COc1cccc(C(=O)COc2ccc3ccc(=O)oc3c2)c1	0%	1	-2%	-2	24%	-1%	1%	-3%	-1.0%	3%	u
CCCSCCCNC(=O)Cn1c(=O)c2cccn2c2ccccc21	x	-6	-5%	4	3%	u	-8%	-4%	-1.1%	3%	-5%
CC1CC(C)CN(CC(=O)c2c[nH]c3ccccc23)C1 (centres undefined)	x	0	-17%	-15	-3%	19%	-2%	x	0.0%	1%	-50%[inhibitor]
COc1cccc(OC)c1C(=O)Nc1nc(-c2ccccc2)cs1	1%	1	8%	10	-3%	-7%	-1%	-5%	-0.4%	-1%	-10%
Cc1cccc(NC(=O)CSCC(=O)NCc2ccco2)c1	-3%	1	-11%	u	-2%	5%	-12%	-4%	0.4%	2%	-35%
Clc1ccc(OCc2nnc(SCCN3CCCCC3)n2Cc2ccco2)cc1	-8%	-1	-8%	36[activator]	5%	-15%	-2%	-1%	0.4%	-1%	-56%[inhibitor]
COc1ccccc1OCCOc1ccc(/C=C2/C(=N)N3OC(C)=CC3=NC2=O)cc1OC	0%	1	-18%	-2	7%	x	1%	-5%	-0.6%	0%	16%
CCOc1ccccc1N(CC(=O)Nc1ccc(OC)cc1OC)S(=O)(=O)c1ccccc1	0%	-5	-4%	-15	3%	2%	-2%	7%	0.1%	1%	27%
Cc1[nH]n(S(=O)(=O)c2ccccc2)c(=O)c1N=Nc1cccc(Cl)c1	-3%	1	8%	u	-7%	u	2%	3%	0.1%	-4%	-4%
O=C1c2cccc3c(N4CCCCC4)ccc(c23)C(=O)N1CCO	-1%	1	13%	-5	-11%	u	-3%	-2%	-0.3%	2%	-24%
COc1ccc(C2C(C(=O)N3CCN(C)CC3)c3cc(OC)c(OC)cc3C(=O)N2C)cc1 (centres undefined)	x	-4	-1%	12	1%	-6%	-2%	9%	0.2%	-2%	-10%
COc1ccc(/C=N/NC(=O)c2ccc(CN3C(=O)c4cccc5cccc3c45)cc2)cc1O	1%	-13	-30%	7	41%	-12%	-9%	5%	0.3%	1%	-19%
O=C(CSc1ccc(-c2cccnc2)nn1)N1CCCc2ccccc21	0%	0	15%	x	x	-12%	x	0%	0.4%	-1%	x
CS(=O)(=O)N1Cc2ccccc2CC1C(=O)OCC(=O)NCCc1ccc(S(N)(=O)=O)cc1 (centres undefined)	x	x	u	-12	0%	x	0%	x	0.1%	8%	-15%
O=C(CC(=O)NCc1ccc(Cl)cc1)NCc1ccc(Cl)cc1	-3%	1	5%	2	0%	12%	-4%	-1%	-0.4%	-9%	5%
CCOc1ccc(OCC)c(NC(=O)c2ccc(CNc3c(N4CCOCC4)c(=O)c3=O)cc2)c1	0%	-3	-6%	10	3%	4%	-4%	1%	-0.3%	0%	13%
Cc1nnc(SCC(=O)NNC(=O)CC#N)[nH]c1=O	11%	-3	0%	3	1%	-4%	0%	1%	-0.8%	-13%	17%
CCOc1ccccc1NC(=O)C(C)CC (centres undefined)	-14%	1	4%	-6	-2%	-18%	-7%	-1%	-0.3%	-19%	3%
COC(=O)c1ccc(/C=C(\C#N)c2ccccn2)cc1	-18%	0	u	0	0%	6%	1%	0%	-0.4%	1%	-48%[inhibitor]
CCCNC(=O)c1onc(CSc2ccc(F)cc2)c1C(=O)NC(C)C	x	x	3%	23	3%	x	x	x	-0.1%	-5%	6%
C=CCNc1nc(Nc2ccc(-c3nc4ccccc4o3)cc2)nc(N2CCOCC2)n1	-8%	6	u	38[activator]	-12%	5%	-5%	-2%	-0.1%	4%	-13%
Cc1nn(Cc2ccc(F)cc2)c(C)c1NC(=O)c1cc(-c2ccco2)on1	0%	0	-3%	-3	2%	u	-2%	-3%	-0.7%	-6%	-13%
CN(C)c1ccc(NC(=O)Nc2ccc3c(c2)nnn3C)cc1	1%	-4	1%	5	4%	-5%	1%	-7%	0.2%	6%	7%
COc1ccc(CC(=O)N[C@@H]2c3cc(OC)c(OC)cc3C[C@H]2OCc2ccccc2)cc1	x	x	1%	-12	-2%	x	0%	x	-0.3%	-2%	-1%
O=C(NCCc1ccccc1)C1CC(c2ccccc2O)=NO1 (centres undefined)	0%	0	9%	-19	-1%	-5%	-1%	2%	0.1%	-11%	1%
Cc1cccc(-c2cc3nc(C)cc(N4CC(C)CC(C)C4)n3n2)c1 (centres undefined)	-15%	-3	-1%	-22	-4%	-6%	-1%	-2%	0.0%	-5%	-4%
Cc1[nH]nc(NNC(=O)c2ccccc2)c1[N+](=O)[O-]	-2%	1	-15%	13	-4%	x	0%	-1%	-0.1%	5%	4%
CC(=O)Nc1ccc(S(=O)(=O)N2CCc3ccccc3C2)cc1	26%	3	-8%	-7	-1%	-9%	-2%	0%	0.5%	-1%	7%
Cc1ccc(N2C(=O)/C(=C\c3ccco3)SC2=S)cc1	6%	-9	8%	7	-12%	u	-4%	0%	-0.9%	0%	1%
COc1ccc(CNC(=O)c2ccccc2SCC(=O)NCc2ccco2)cc1	x	x	-1%	-2	3%	x	-3%	x	-0.3%	-5%	-33%
CCCn1c(SCC(=O)NC(=O)NC(C)(C)C)n[nH]c1=O	1%	-3	4%	1	8%	6%	1%	-2%	-0.1%	-3%	-12%
O=C(NC(=S)Nc1ccc2[nH]c(=O)[nH]c2c1)c1cc(Br)ccc1Cl	9%	x	5%	-13	2%	x	-1%	-2%	0.0%	-5%	0%

Assay outcomes as filed in PubChem BioAssay.
